# PTPN22 inh 2 = PTPN22 phosphatase inhibitors, primary screen, biochemical, DiFMUP fluorescence, 2 µM | Tyrosine-protein phosphatase non-receptor type 22 (Homo sapiens), Q9Y2R2 | recombinant LYP catalytic domain | inhibition, % at 2 µM | 0.21% of 96,000 active;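 active = inhibition at 2 µM at or above a set limit, the screen mean plus 3 SD, cut at about 24% in these data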;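 note: 0% = DMSO with enzyme and 100% = enzyme fully blocked by orthovanadate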
# EphB4 antag = EphB4-ephrin-B2 interaction antagonists, primary screen, biochemical, TNYL-RAW peptide probe, fluorescence polarization; EphB4 LBD / TNYL-RAW-Alexa532 peptide; inhibition, % at 7 µM; 0.15% of 97,000 active;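 active = inhibition above the screen-wide mean inhibition plus 3 SD, cut at about 15% in these data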;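 note: 0% = DMSO wells and 100% = excess unlabeled TNYL-RAW peptide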
# Target sequence (P54760 whole entry, looked up, the tested form may be a part): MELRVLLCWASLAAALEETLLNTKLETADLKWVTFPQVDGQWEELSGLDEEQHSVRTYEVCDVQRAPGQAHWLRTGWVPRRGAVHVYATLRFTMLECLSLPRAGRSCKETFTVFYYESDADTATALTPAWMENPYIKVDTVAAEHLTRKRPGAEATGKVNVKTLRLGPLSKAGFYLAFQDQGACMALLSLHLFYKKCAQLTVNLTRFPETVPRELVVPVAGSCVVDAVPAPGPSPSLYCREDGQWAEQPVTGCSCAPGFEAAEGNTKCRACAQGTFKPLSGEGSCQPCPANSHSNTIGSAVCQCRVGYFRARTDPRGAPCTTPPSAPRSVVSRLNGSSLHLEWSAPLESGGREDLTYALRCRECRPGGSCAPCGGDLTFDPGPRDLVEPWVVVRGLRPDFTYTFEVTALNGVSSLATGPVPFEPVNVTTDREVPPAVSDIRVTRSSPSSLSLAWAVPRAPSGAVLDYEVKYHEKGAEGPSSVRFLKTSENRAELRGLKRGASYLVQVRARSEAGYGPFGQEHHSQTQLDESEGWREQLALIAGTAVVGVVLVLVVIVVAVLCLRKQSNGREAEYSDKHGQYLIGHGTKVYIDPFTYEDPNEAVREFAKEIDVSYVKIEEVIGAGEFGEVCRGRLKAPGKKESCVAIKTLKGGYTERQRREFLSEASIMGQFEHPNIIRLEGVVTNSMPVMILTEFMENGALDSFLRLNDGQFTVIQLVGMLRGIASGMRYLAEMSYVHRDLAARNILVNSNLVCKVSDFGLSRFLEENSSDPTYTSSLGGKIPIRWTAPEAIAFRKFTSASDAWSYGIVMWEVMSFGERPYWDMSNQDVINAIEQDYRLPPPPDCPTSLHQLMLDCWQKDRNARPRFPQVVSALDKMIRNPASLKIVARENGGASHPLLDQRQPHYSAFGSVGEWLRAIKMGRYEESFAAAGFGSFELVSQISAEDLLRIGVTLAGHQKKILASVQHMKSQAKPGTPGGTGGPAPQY
# PLK1 kinase inh = human PLK1 kinase inhibitors, primary screen, biochemical, TR-FRET. inhibition, % at 10 µM. Serine/threonine-protein kinase PLK1 (Homo sapiens), P53350. recombinant PLK1 kinase, TR-FRET peptide phosphorylation. AID 619, 2007. 0.53% of 97,000 active;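 active = inhibition of 50% or more in the single-concentration screen; inactive = inhibition below 50%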;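 note: 0% = DMSO max control and 100% = H-89 dihydrochloride min control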
# LYP act = LYP phosphatase activators, primary screen, biochemical, DiFMUP fluorescence, 2 µM | AID 697, 2007 | recombinant LYP; 0 = plate median, 100 = signal doubled | activation, % at 2 µM | 0.11% of 96,000 active;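 active = activation at 2 µM above a set limit, the mean plus 5 SD, cut at about 37% in these data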
# Pyk2 oligo antag = antagonists of Pyk2 self-association, primary screen, Q293 cells, FERM NanoBiT luminescence, HTS. Protein-tyrosine kinase 2-beta (Homo sapiens), Q14289. hits give low values. AID 1347419, 2020. z-score (the deposit names both 25 µM and 10 µM). 0.83% of 99,000 active;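 active = Z-score of -3 or lower, scaled per plate to the spread of control and sample wells; inactive = z-score above -3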;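 note: negative z-score means lost luminescence so less FERM oligomerization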
# PLK1 PBD inh = Plk1 polo box domain binding inhibitors, primary screen, biochemical, fluorescence polarization; AID 693, 2007; Serine/threonine-protein kinase PLK1 (Homo sapiens), P53350; 0.13% of 97,000 active; inhibition, %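 (tested at about 20 µM)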; Plk1 PBD phosphopeptide binding; in the data active = inhibition above about 34%, passing the limit was not always enough
# FAK blocker = FAK kinase inhibitors, primary screen, biochemical; Focal adhesion kinase 1 (Homo sapiens), Q05397; biochemical FAK kinase activity assay; inhibition, %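 (tested at 7 µM)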; 0.84% of 97,000 active; in the data active = inhibition above about 19%;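 note: 0% = DMSO and 100% = reference compound high control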
# HIV Rev-RRE inh = HIV-1 Rev-RRE binding inhibitors, primary screen, biochemical, FRET, protein-RNA interaction | P05866 | Rev peptide-RRE RNA binding | inhibition, % at 8 µM | 0.79% of 97,000 active;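 active = inhibition above the screen-wide mean plus 3 SD, cut at about 35% in these data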;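 note: 0% = median DMSO wells and 100% = median Neomycin B control wells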
# Target sequence (P05866 whole entry, looked up): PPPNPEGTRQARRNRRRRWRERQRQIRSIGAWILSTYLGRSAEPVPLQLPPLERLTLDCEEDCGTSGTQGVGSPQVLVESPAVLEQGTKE
#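 Test system – labelled RRE RNA duplex and labelled Rev peptide · Signal – fluorescein-to-Cy5 FRET, 480 nm excitation · Evaluation – % inhibition of FRET ratio versus controls · Benchmarks – DMSO low control, neomycin B high control · Incubation – 5 min RNA-compound premix plus 15 min binding step, 25 °C · Medium – HEPES pH 7.5 salt buffer with EDTA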
# F-actin modifier = modifiers of F-actin cytoskeleton organization, primary screen, imaging, HUVEC, phalloidin staining, high-content imaging; HUVEC TNFa F-actin phalloidin imaging; 0.18% of 91,000 active; inhibition, % at 2 µM;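 active = inhibition above the batch mean plus 3 SD and confirmed as a hit by visual image inspection, cut at about 30% in these data, passing the limit was not always enough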; note: strong numbers were not always called active
# Starred values were filed as active, the others as inactive; . = no result given.
# The line under a structure holds: PTPN22 inh 2	EphB4 antag	PLK1 kinase inh	LYP act	Pyk2 oligo antag	PLK1 PBD inh	FAK blocker	HIV Rev-RRE inh	F-actin modifier
- CC(C)NC(=O)c1ccccc1S(=O)c1ccccc1C#N (stereo not given)
    -1.6	-0.1	-1.1	4.0	0.37	13.9	-0.2	8.7	18.2
- N[C@@H](Cc1ccccc1)c1nnc2sc(SCc3ccccc3)nn12
    13.5	-2.9	-5.8	-9.9	0.32	-2.7	0.1	0.0	.
- Cc1cc(C)cc(NC(=S)NC(=O)CCN2C(=O)c3ccccc3C2=O)c1
    12.3	5.5	5.1	-8.7	-0.06	18.6	-5.3	-1.1	10.9
- COCCCNC(=O)c1cn(C)c(=O)c2cc(OC)c(OC)cc12
    -4.3	-1.0	-9.3	1.9	-0.18	-24.0	4.0	8.6	-24.9
- CCOC(=O)c1ccc(NS(C)(=O)=O)cc1
    3.8	0.6	-2.5	-0.2	-0.14	2.4	4.3	4.3	-9.7
- CCOc1cccc(OCCCCN2CCOCC2)c1
    5.7	-2.4	-7.1	-6.3	-0.05	6.1	-4.2	-1.4	-17.1
- Cc1ccc(NC(=O)C(=O)NCCN2CCN(C(=O)C(c3ccccc3)c3ccccc3)CC2)cc1
    9.9	0.5	-10.8	-6.3	0.3	3.7	0.4	-3.4	-15.4
- COc1ccc(-c2csc(NC(C)=O)n2)cc1OC
    7.0	2.5	-1.1	-8.2	-0.46	-28.1	-1.8	6.0	1.8
- Cc1ccc(-c2cc(C(F)(F)F)n3ncc(C(=O)O)c3n2)cc1
    0.6	-4.7	-2.6	2.8	-0.24	-38.3	-4.2	3.4	4.2
- O=C(CN1CCN(C(=O)c2cccs2)CC1)NC1CCCCC1
    -0.9	1.3	-6.8	-0.8	1.27	14.5	4.4	0.1	4.5
- O=C(NCc1ccc2c(c1)OCO2)C1CC(=O)N(c2ccc(F)cc2)C1 (stereo not given)
    16.1	6.3	-13.2	-16.5	0.34	4.7	-0.8	5.0	2.8
- COc1ccccc1C(=O)N/C(N)=N/c1nc2ccccc2o1
    12.2	-2.7	-9.7	-12.3	-0.65	-20.7	4.1	7.9	-11.0
- Cc1ccc(CCN2CC(C(=O)O)CC2=O)cc1 (stereo not given)
    -12.5	-3.4	-3.3	11.8	1.38	23.1	-1.1	8.0	11.8
- CC(C)NCc1c(O)c(Br)cc2oc3c(c12)CCCC3
    -1.3	-6.2	-2.1	4.2	-0.76	-22.1	0.0	-0.1	-47.5
- Cc1cccc2cc(CN(CCc3ccccc3)C(=O)N3CCOCC3)c3nnnn3c12
    -0.5	3.2	-14.9	1.7	-0.49	8.6	-0.2	11.0	26.6
- O=C(CSc1nnc(Cc2cc(=O)[nH]c(=O)[nH]2)n1-c1ccc(Cl)cc1)NC1CCCC1
    -0.5	1.7	-0.7	-1.8	.	-6.3	-1.9	4.7	-11.5
- O=C(NC1CCCCC1)C(c1ccccc1)N1CCc2ccccc21 (stereo not given)
    -11.0	-4.3	-1.9	8.5	.	17.3	1.8	0.2	-10.6
- CC(C)N=C(NC#N)SCc1ccc(F)cc1
    0.9	-3.7	-7.9	-1.9	1.23	5.0	1.6	-2.1	-55.5
- O=c1c2c3c(sc2nc2n1N=C(c1cccs1)CS2)CCCC3
    -0.4	-0.9	-13.7	-1.6	0.5	-11.5	-2.9	2.2	-11.0
- COC(=O)C1=C(C(=O)c2ccccc2)C(c2ccc(OC)c(OC)c2)Nc2nnnn21 (stereo not given)
    -8.0	3.5	-11.0	5.1	0.16	-5.3	-0.8	5.5	40.6
- Cc1ccc(NC(=O)C(C)c2cccc(C(=O)c3ccccc3)c2)cc1 (stereo not given)
    -1.1	-1.1	-7.9	6.6	-1.52	-11.2	-2.6	13.3	-8.5
- Cc1ccc(S(=O)(=O)N2CCC(C(=O)OCC(=O)N3CC(=O)Nc4ccccc43)CC2)cc1
    5.3	3.1	-9.7	-7.0	0.22	8.2	0.2	10.1	4.7
- COc1ccc(-c2noc(CSc3ccccc3)n2)cc1OC
    -2.6	5.2	6.3	1.5	-0.32	-0.3	-0.7	16.0	1.2
- COc1ccccc1N1Cc2ccccc2C1
    -4.1	7.4	1.4	1.2	0.08	-3.2	3.1	15.4	-2.9
- O=C(c1ccc(-c2ccccc2)cc1)N1CCCC1
    1.5	5.2	-4.2	-3.6	-0.36	-13.5	15.2	1.7	-4.0
- COc1cc(OC)nc(Oc2ccccc2C(=O)Oc2ccccc2Cl)n1
    20.0	-1.6	-10.9	-17.4	-2.66	-20.8	2.6	14.3	-2.6
- Clc1cccc(-c2cc3nc4c(c(NCc5ccco5)n3n2)CCCC4)c1
    7.7	-0.2	-10.2	-5.7	-2.67	-1.9	6.1	0.7	-3.8
- CCOC(=O)C1=C(C)NC(=O)NC1C1CC=CCC1 (stereo not given)
    5.1	-1.2	-4.5	-5.8	0.09	-2.0	-0.1	5.2	-1.0
- CCOC(=O)C1CCN(C(=O)Cc2c(C(=O)O)n(C)c3ccccc23)CC1
    -6.5	0.9	-8.9	6.1	0.85	5.3	-1.9	5.5	-9.0
- Cc1ccccc1/C(N)=N/OC(=O)/C=C/c1ccccc1
    -1.0	11.9	-3.7	-2.9	0.31	-25.9	-0.7	9.9	.

# Some of the entries above, set out differently:
mol | PTPN22 inh 2 | EphB4 antag | PLK1 kinase inh | LYP act | Pyk2 oligo antag | PLK1 PBD inh | FAK blocker | HIV Rev-RRE inh | F-actin modifier
CC(C)N=C(NC#N)SCc1ccc(F)cc1 | 0.9 | -3.7 | -7.9 | -1.9 | 1.23 | 5.0 | 1.6 | -2.1 | -55.5
Cc1cc(C)cc(NC(=S)NC(=O)CCN2C(=O)c3ccccc3C2=O)c1 | 12.3 | 5.5 | 5.1 | -8.7 | -0.06 | 18.6 | -5.3 | -1.1 | 10.9
CC(C)NCc1c(O)c(Br)cc2oc3c(c12)CCCC3 | -1.3 | -6.2 | -2.1 | 4.2 | -0.76 | -22.1 | 0.0 | -0.1 | -47.5

# The list goes on:
# The line under a structure holds: PTPN22 inh 2	EphB4 antag	PLK1 kinase inh	LYP act	Pyk2 oligo antag	PLK1 PBD inh	FAK blocker	HIV Rev-RRE inh	F-actin modifier
- COc1ccccc1NC(=O)C1=C(C)Nc2nc(-c3cccs3)nn2C1c1cccc(O)c1 (stereo not given)
    -4.3	-3.2	-4.8	3.2	-2.31	-13.1	-0.3	8.0	18.1
- Cc1cccn2c(=O)c(C=NCc3ccccc3)c(NCCO)nc12
    -2.3	-0.1	-11.1	-1.1	0.12	-18.9	11.8	4.8	-4.3
- C=CCn1c(C)c(C(C)=O)c(SC)nc1=S
    6.2	-5.8	-0.4	-8.5	0.32	19.7	0.4	15.3	-17.7
- COc1ccc(CCNC(=O)CSc2nc3c(c(=O)n(C)c(=O)n3C)n2C)cc1OC
    -1.3	1.0	-10.5	2.2	0.81	2.0	-1.6	4.8	0.6
- CC(C)C(CC(=O)N1CCCCC1)C1CCOC(C)(C)C1 (stereo not given)
    -4.4	-5.0	43.2	5.0	1.4	-16.4	-1.2	-2.8	13.7
- COC(=O)Nc1ccc(S(=O)(=O)N(C)C)cc1
    -4.9	3.1	-10.6	4.3	1.19	0.6	-1.5	10.5	-22.5
- Cc1nnsc1NC(=O)OCCCl
    2.9	0.6	-7.3	0.8	0.76	-23.8	-4.3	2.5	10.9
- CN(C)/C=C/C(=O)c1ccc(F)cc1
    26.2*	-2.3	-8.1	-23.1	-0.3	-16.7	-6.9	1.7	-27.0
- CN=C(c1ccco1)n1c(=S)nc(-c2ccco2)n(C)c1=S
    -3.8	-0.1	-18.8	0.3	-0.09	15.2	8.3	13.1	1.3
- COc1ccc(S(=O)(=O)NC2CCCC2)cc1Br
    -15.3	-2.2	-6.0	14.3	-0.47	-12.0	1.0	-0.3	.
- Cc1c(Nc2c3c(c(C#N)c4nc5ccccc5n24)CCC3)c(=O)n(-c2ccccc2)n1C
    -16.3	-1.2	-6.9	13.4	.	-16.1	-1.5	1.7	48.9
- CC(=O)Nc1ccc(-c2csc(NCc3ccco3)n2)cc1
    2.3	2.9	-6.0	-2.9	0.13	9.0	2.2	3.2	-4.8
- Cc1cc(Oc2ccc(-c3ccccc3)cc2)nc(N2CCOCC2)n1
    3.7	2.2	-11.4	-5.4	-0.59	-4.7	2.6	6.9	2.5
- COc1ccc(NS(=O)(=O)c2ccc(OCC(=O)N3CCOCC3)cc2)cc1
    -2.0	-3.8	-2.4	-0.8	0.29	-5.2	1.9	4.9	0.0
- O=C(CSc1ccc(F)cc1)N1CCC(c2nc3ccccc3s2)CC1
    8.0	-9.8	-13.8	-4.9	-0.79	9.6	-2.2	3.0	-6.0
- CC(=O)Nc1cccc(OC(=O)c2ccoc2C)c1
    1.7	-1.9	-8.4	-2.5	-0.48	-13.8	-1.4	3.5	-2.8
- Cc1cc(C)n2nc(SCC(=O)c3ccccc3)nc2n1
    2.8	3.6	-9.4	-9.7	0.51	11.7	0.2	3.0	-10.5
- Cc1cc(O)c(NC(=S)NC(=O)c2ccc(-c3ccc(Cl)cc3)o2)cc1C
    10.7	5.0	-12.7	-5.0	1.35	-6.7	2.3	1.7	-30.8
- O=c1[nH]c2ccccc2c(=O)n1Cc1ccco1
    1.2	-3.4	-3.2	-3.4	1.29	-7.4	-3.4	3.9	-6.7
- CCOC(=O)C12CNC(=O)C(C(=O)OCC)(CNC1=O)C2
    1.1	2.6	-0.9	-2.2	-0.44	6.7	-0.4	3.6	-11.6
- O=C1CC(O)(C(F)(F)F)Oc2c1ccc1ccccc21 (stereo not given)
    3.4	5.7	1.8	-4.5	-1.24	-5.6	2.4	7.6	.
- CCOC(=O)N1CCN(C(=O)C2CCCN(S(=O)(=O)c3cc(C)ccc3OC)C2)CC1 (stereo not given)
    6.4	6.5	2.7	-7.6	1.62	13.1	-2.2	0.3	14.2
- CCCOC(=O)c1c(NC(=O)/C=C/c2cnn(C)c2C)sc(C(=O)OC)c1C
    18.6	4.5	-23.3	-15.2	0.04	-9.1	4.5	11.2	0.7
- O=C(c1ccco1)N1C2C=CC(C2)C1(C(F)(F)F)C(F)(F)F (stereo not given)
    -2.0	3.9	2.1	-0.4	0.07	6.2	-3.1	7.0	.
- O=C(NCCc1c[nH]c2ccccc12)C(F)(F)F
    11.4	11.3	-9.0	-11.5	0.52	-13.8	8.9	9.9	24.9
- O=C1CN(C(=O)CSc2nnc(C3CC3)n2-c2ccccc2)c2ccccc2N1
    7.6	0.4	-0.1	-4.0	1	36.8	4.7	5.7	-7.1
- COc1cccc(CNCCNC(=O)c2ccco2)c1OC
    -6.3	-7.6	-9.1	5.8	0.24	-17.0	-0.2	-2.7	2.3
- Cc1ccc(OC2=NS(=O)(=O)c3ccccc32)cc1
    -15.4	-4.0	-13.3	17.1	0.63	-14.9	-1.5	3.8	.
- CCc1nn(C)c(-c2n[nH]c(=S)n2N)c1Cl
    13.8	-1.8	-11.3	-12.0	-0.79	8.9	5.0	4.1	-12.8
- COCCCNC(=O)c1ccc(N2CCCC2)c(NS(=O)(=O)c2ccc(C)cc2)c1
    0.1	3.8	8.7	-3.2	-0.05	-18.4	-1.7	2.4	-13.8
- COc1ccc(-n2c(COc3cccc(C)c3)nnc2SCC(=O)NCc2ccco2)cc1
    17.4	6.4	-14.0	-13.9	-0.41	5.2	8.8	1.7	.
